Rv3671c protease = inhibitors of M. tuberculosis serine protease Rv3671c | P9WHR9 | inhibition, % at 5.96 µM | 0.048% of 320,000 active; in the data active means inhibition above about 38%;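 further: extracellular domain of Rv3671c used as enzyme; 0% = enzyme with DMSO and 100% = no enzyme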
Target sequence (P9WHR9 whole entry, looked up, the tested form may be a part): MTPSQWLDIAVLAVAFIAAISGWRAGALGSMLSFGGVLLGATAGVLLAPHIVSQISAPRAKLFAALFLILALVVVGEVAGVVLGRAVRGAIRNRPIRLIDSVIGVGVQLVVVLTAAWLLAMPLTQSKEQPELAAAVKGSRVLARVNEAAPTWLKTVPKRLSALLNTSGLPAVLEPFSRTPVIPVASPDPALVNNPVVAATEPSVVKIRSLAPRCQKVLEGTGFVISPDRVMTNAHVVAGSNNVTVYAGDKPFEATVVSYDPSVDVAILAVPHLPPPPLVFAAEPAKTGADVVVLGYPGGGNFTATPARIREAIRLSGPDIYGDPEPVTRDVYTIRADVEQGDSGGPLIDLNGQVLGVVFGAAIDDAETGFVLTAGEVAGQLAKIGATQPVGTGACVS
SSB-PriA inh = inhibitors of Klebsiella pneumoniae PriA binding to SSB C-terminal tail. AlphaScreen SSBct-PriA binding, biotinylated peptide. inhibition, % at 33 µM. 0.6% of 430,000 active; in the data active means inhibition mostly above about 37%, no sharp cut-off; inactive means mostly below about 20%;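 further: plate controls were negative control peptide for no effect and reference peptide for full effect; strong numbers were not always called active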
SARS 3CLpro inh = SARS-CoV 3CLpro protease inhibition; AID 1706; recombinant SARS-CoV 3CLpro, quenched FRET peptide cleavage; inhibition, % at 6 µM; P0C6X7; 0.14% of 290,000 active; in the data active means inhibition above about 12%
BoNT F protease = blocks Botulinum neurotoxin F light chain protease; Multiplex microsphere protease cleavage assay, flow cytometry; 0.22% of 360,000 active; inhibition, % at 10 µM; in the data active means inhibition above about 35%, passing the limit was not always enough; inconclusive means no clear call, values can overlap the other calls; further: plate controls were buffer without enzyme for full effect and enzyme alone for no effect
MazF activator = increases E. coli MazEF RNase cleavage of RNA. 0.32% of 350,000 active. activation, % at 20 µM. FAM/BHQ RNA-DNA oligo cleavage fluorescence, 5 h. P0AE70. AID 504720; in the data active means activation above about 50%
Target sequence (P0AE70 whole entry, looked up): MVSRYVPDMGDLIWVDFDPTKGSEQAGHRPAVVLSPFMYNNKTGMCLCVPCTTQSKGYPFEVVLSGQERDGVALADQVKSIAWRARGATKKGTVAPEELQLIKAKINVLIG
PrPC TRFRET = cell surface PrPC inhibition, primary TR-FRET screen; inhibition, % at 13.8 µM; TR-FRET read-out; 0.43% of 370,000 active; P04156; in the data active means inhibition above about 24%; further: 0% = median of the test wells and 100% = reference compound wells
BoNT-A LC inh2 = inhibitors of Botulinum neurotoxin A light chain protease; multiplex microsphere protease substrate cleavage, flow cytometry; inhibition, % at 10 µM; 0.17% of 360,000 active; AID 588499; further: plate controls were buffer without enzyme for full effect and enzyme alone for no effect
VHR inh abs = inhibitors of human VHR1 phosphatase (DUSP3); P51452; recombinant VHR phosphatase, pNPP absorbance; inhibition, % at 13.3 µM; 0.52% of 290,000 active; AID 1654; in the data active means inhibition above about 50%; further: some compounds called inactive have numbers as strong as hits
Target sequence (P51452 whole entry, looked up): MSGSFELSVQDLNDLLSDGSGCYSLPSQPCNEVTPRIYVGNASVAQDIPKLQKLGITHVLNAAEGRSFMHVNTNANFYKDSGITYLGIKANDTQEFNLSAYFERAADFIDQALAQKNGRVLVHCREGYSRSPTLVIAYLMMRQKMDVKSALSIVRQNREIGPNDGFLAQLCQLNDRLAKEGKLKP
CCHFV vOTU inh = blocks the CCHF virus ovarian tumor domain protease | CCHFV vOTU protease, Pep-AMC fluorescence | 0.55% of 370,000 active | inhibition, % at 11.5 µM; in the data active means inhibition above about 30%; further: 0% = vehicle wells with enzyme and 100% = no enzyme wells
Anthrax LF inh2 = blocks Bacillus anthracis lethal factor protease; 0.12% of 360,000 active; P15917; multiplex microsphere protease cleavage assay, LF; inhibition, % at 10 µM; further: plate controls were buffer without enzyme for full effect and enzyme alone for no effect
The depositor's hits bear a star; i = inactive; ? = inconclusive; . = no result given. Unless noted, no stated cut-off is given here; in the data, active means inhibition above about 30%; inconclusive means no clear call, values can overlap the other calls; inactive means below that. A portion of the library; count on the stated rates, not on these rows.

entry | SMILES | SSB-PriA inh | MazF activator | BoNT-A LC inh2 | CCHFV vOTU inh | Anthrax LF inh2
1 | COCCNC(=O)c1ccc(CN2CCC(Cc3ccccc3)CC2)cc1 | -10 | -1 | 0.4 | 0 | 4
2 | COc1ccc(NC(=O)CN(C)C(=O)c2ccc3[nH]c4c(c3c2)CC(C)CC4)cc1 (centres undefined) | . | 4 | -1.2 | 13 | -3
3 | Cc1cc(NC(=O)c2c(-c3c(Cl)cccc3Cl)noc2C)n(C)n1 | -7 | 0 | . | -5 | .
4 | COc1ccc(C2(c3ccc(OC)cc3)NC(=O)N(CC(=O)NC3CCS(=O)(=O)C3)C2=O)cc1 (centres undefined) | 9 | -3 | -3.4 | -2 | -2
5 | Cn1c(=O)n(C)c2cc(NC(=O)COc3ccc(F)cc3F)ccc21 | -9 | 1 | 0.8 | -4 | -1
6 | COc1ccccc1C(=O)N/C(=C\c1cn(S(=O)(=O)N(C)C)c2ccccc12)C(=O)N1CCCC1 | -4 | 5 | -0.5 | 14 | 0
7 | Cc1nc2ccccc2cc1OCc1ccc(Cl)cc1 | -5 | -6 | -4.5 | 3 | 0
8 | O=C(Cc1cccs1)Nc1nnc(-c2ccncc2)s1 | -18 | 1 | 0.2 | -21 | -4
9 | Cc1ccc(SCC(=O)O/N=C(\N)c2ccncc2)cc1 | i | -4 | 1.9 | -3 | 3
10 | Cc1ccc(NC(=O)Nc2nnc(CSCCOc3ccc(Cl)cc3)s2)cc1 | -6 | -2 | 0.2 | 2 | 1
11 | Cc1ccc(-c2n[nH]c(=O)c3ccccc23)cc1S(=O)(=O)NCCO | -1 | 2 | 0.5 | -5 | 2
12 | Cc1noc(C)c1NC(=O)N(C)C[C@H]1Oc2c(NC(=O)C3CC3)cccc2C(=O)N([C@H](C)CO)C[C@@H]1C | -6 | 2 | -0.2 | -2 | -3
13 | Cc1[nH]c2ccc(S(N)(=O)=O)cc2c1C | 0 | -2 | -0.9 | 11 | -2
14 | Cc1nnsc1Sc1ccccc1 | 6 | -3 | -0.8 | -7 | 2
15 | CC1CCc2cccc3c2N1c1cc(C#N)c(C#N)cc1O3 (centres undefined) | -25 | 84* | -1.0 | -9 | 1

entry | SARS 3CLpro inh | Rv3671c protease | VHR inh abs | BoNT F protease | PrPC TRFRET
1 | -3 | 6 | 9 | 10 | -6
2 | . | 12 | . | 6 | -1
3 | -1 | 3 | 14 | . | -7
4 | . | -1 | . | -2 | -7
5 | -2 | 1 | 2 | -20 | 3
6 | 5 | 6 | -20 | 3 | 3
7 | 2 | -9 | -11 | -13 | 15
8 | 2 | -2 | 1 | 1 | 6
9 | -1 | -6 | -3 | 16 | 3
10 | 5 | -11 | -4 | 1 | -1
11 | 5 | 2 | 30 | 6 | 5
12 | . | 6 | . | -8 | -1
13 | 2 | -9 | 19 | -13 | 2
14 | -3 | -4 | 21 | 0 | 3
15 | -3 | 3 | 41 | 0 | -2

Later entries.
entry | SMILES | SSB-PriA inh | MazF activator | BoNT-A LC inh2 | CCHFV vOTU inh | Anthrax LF inh2
16 | COc1cc(C(=O)NCC(c2ccc(F)cc2)N2CCOCC2)ccc1OCc1ccccc1Cl (centres undefined) | 12 | 14 | 0.0 | -2 | 0
17 | COc1ccc(-c2cc(C(=O)N3CCCCCC3)no2)cc1OC | -2 | -4 | -3.2 | 6 | 3
18 | O=C1c2ccccc2C(c2nnnn2Cc2ccccc2)N1C1CC1 (centres undefined) | . | . | -0.3 | 7 | 7
19 | CCn1ncc(Br)c1C(=O)Nc1ccc(-c2ccno2)cc1 | 0 | 6 | -0.6 | 18 | 0
20 | COc1ccc(OC)c(CCNC(=O)c2nn(C)c3c2CS(=O)(=O)c2ccccc2-3)c1 | -4 | 0 | 0.7 | -7 | -2
21 | CCOc1ccc(C(=O)NCC(=O)OCC(=O)c2ccc3c(c2)-c2ccccc2C3)cc1 | -29 | -24 | -0.8 | 0 | -2
22 | CCCc1cc(=O)[nH]c(SCC(=O)N2c3ccccc3CC2C)n1 (centres undefined) | -1 | 1 | 0.6 | 15 | -5
23 | O=c1oc2ccccc2cc1-c1nc2c(s1)CCCC2 | -26 | -10 | ? | -96 | 7
24 | O=C(CN1C(=O)NC2(CCCC2)C1=O)Nc1ccc(F)c([N+](=O)[O-])c1 | -6 | -4 | 2.8 | -8 | -3
25 | CCC(C)(C)NC(=O)/C=C/c1cccs1 | -2 | 4 | -0.9 | 6 | -5
26 | Cc1cccc(-n2c(-c3csc(C)c3)n[nH]c2=S)c1 | -9 | -1 | ? | 0 | -8
27 | CNS(=O)(=O)c1cnccc1N1CCN(c2cccc(Cl)c2)CC1 | 17 | -10 | -0.1 | 6 | -2
28 | CC(=O)C1=NOC2C(=O)N(c3ccc(Cl)cc3)C(=O)C12 (centres undefined) | -1 | -7 | -3.5 | 1 | -12
29 | O=C(/C=C/c1cccc(Cl)c1)OCc1cn2cc(Cl)ccc2n1 | -9 | 4 | 0.0 | -8 | 1
30 | COc1ccc(/C=C/C(=O)O)cc1S(=O)(=O)NCc1ccco1 | -2 | 5 | -1.5 | -10 | -4

entry | SARS 3CLpro inh | Rv3671c protease | VHR inh abs | BoNT F protease | PrPC TRFRET
16 | . | -2 | . | -1 | -5
17 | 3 | -8 | 34 | -6 | -2
18 | . | . | . | -15 | 0
19 | 2 | -12 | 2 | -2 | 10
20 | -5 | 1 | -14 | 2 | 2
21 | 4 | -31 | 21 | -2 | 5
22 | . | -7 | . | 6 | 3
23 | 2 | -7 | -7 | 6 | -6
24 | 7 | -1 | 16 | 11 | -23
25 | 1 | -2 | 30 | -4 | -6
26 | -3 | 2 | 27 | -2 | 8
27 | 4 | 1 | -13 | -7 | 10
28 | 0 | -8 | -5 | -9 | 3
29 | -2 | -15 | 26 | -4 | 7
30 | -1 | 5 | 4 | 3 | 0

New compounds follow:
entry | SMILES | SSB-PriA inh | MazF activator | BoNT-A LC inh2 | CCHFV vOTU inh | Anthrax LF inh2
31 | O=C(Nc1cccc(O)c1)C(Cc1ccccc1)N1C(=O)c2cccc3cccc(c23)C1=O (centres undefined) | -4 | 0 | 0.3 | 17 | 2
32 | COCC(=O)N1CCC(Oc2ccc(C(=O)N3CCCCCC3)cc2)CC1 | -9 | 0 | 2.4 | -1 | 2
33 | COC(=O)c1sccc1NC(=O)COc1ccc(Cl)cc1Cl | -6 | 10 | -0.3 | -8 | -1
34 | CCC(c1nnnn1CC1CCCO1)N(CCN1CCOCC1)Cc1cc2cc(C)ccc2[nH]c1=O (centres undefined) | -14 | 10 | 1.6 | 8 | -2
35 | N#Cc1cc2c(nc1SCC(=O)NCc1ccc3c(c1)OCO3)CCCCC2 | -9 | 1 | 2.1 | 1 | -1
36 | CC[C@@]1(O)C(=O)OCc2c1cc1n(c2=O)Cc2cc3c(CN(C)C)c(O)ccc3nc2-1 | 9 | i | -1.0 | -20 | -7
37 | O=C(c1cc(COc2c(F)cccc2F)on1)N1CCCCCC1 | -28 | 0 | -1.2 | -7 | 1
38 | O=C(O)CSc1cn(Cc2ccccc2)c2ccccc12 | 6 | 12 | -3.1 | -4 | 2
39 | O=c1c(C(c2ccc(O)cc2)c2c(O)nc3n(c2=O)CCCS3)c(O)nc2n1CCCS2 | -6 | 5 | 0.0 | -10 | 0
40 | Cc1c(C(=O)N2CCN(Cc3ccc4c(c3)OCO4)CC2)cccc1[N+](=O)[O-] | -5 | 3 | 0.3 | -9 | 0
41 | Cc1ccc(O)c(NC(=O)CCC2CCCCC2)c1 | -16 | 2 | -0.3 | 5 | -7
42 | CCOc1cc(C=O)c(Br)cc1OC1CCCC1 | -37 | -7 | 0.5 | 3 | -1
43 | Cc1cccnc1NC(=O)C1COc2ccccc2O1 (centres undefined) | -5 | 9 | -1.1 | 14 | -5
44 | Cc1ccccc1OCC(=O)OCC(=O)c1cc(C)n(C2CC2)c1C | -3 | -1 | -1.0 | 15 | -6
45 | Cc1cccc(Cn2c(SCC(=O)Nc3ccccc3)nc3c2c(=O)[nH]c(=O)n3C)c1 | -3 | 24 | 0.3 | 2 | -6

entry | SARS 3CLpro inh | Rv3671c protease | VHR inh abs | BoNT F protease | PrPC TRFRET
31 | 1 | -43 | 2 | 6 | -15
32 | -2 | 3 | 15 | 3 | 7
33 | 1 | -1 | 5 | -7 | 5
34 | -2 | . | 16 | -1 | -4
35 | 4 | -3 | 21 | 0 | -6
36 | . | 6 | . | -6 | -2
37 | -2 | -2 | 12 | 0 | 5
38 | 3 | -3 | 13 | 15 | 0
39 | 4 | 5 | 24 | 1 | 4
40 | -3 | -10 | -5 | 1 | 4
41 | 8 | 3 | 21 | 3 | 1
42 | -9 | -2 | 11 | 4 | 3
43 | -5 | -4 | -1 | -2 | -12
44 | . | . | . | -3 | 0
45 | 2 | -11 | 28 | -3 | 10

(more compounds)
entry | SMILES | SSB-PriA inh | MazF activator | BoNT-A LC inh2 | CCHFV vOTU inh | Anthrax LF inh2
46 | CCN(CC)C1CCCCC1NS(=O)(=O)c1ccc(Cl)cc1 (centres undefined) | -10 | 6 | -0.2 | 6 | -1
47 | O=C(c1ccco1)N1CCN(c2nc3ccccc3c(=O)n2-c2ccccc2)CC1 | 1 | -15 | 0.5 | -2 | -8
48 | O=C(OCCN1C(=O)c2ccccc2C1=O)c1ccc(S(=O)(=O)N2CCCCCC2)cc1 | -17 | -3 | -0.5 | 2 | -4
49 | CCN1CCCC1CNCc1ccccc1OCc1ccc(F)cc1 (centres undefined) | 2 | 3 | -0.9 | -14 | -6
50 | O=C(NNC(=O)c1ccc(F)cc1F)c1ccc(-n2cnnn2)cc1 | 10 | -11 | 4.1 | -11 | 2
51 | Cc1occc1C(=O)N/N=C/C(Br)=C/c1ccccc1 | . | -2 | 0.3 | 0 | -6
52 | Cc1cccc(NC(=O)CSc2nnc(Cc3ccccc3)o2)c1 | 4 | 3 | 0.0 | 7 | -2
53 | C[C@@H]1CN([C@H](C)CO)C(=O)CCCn2nncc2CO[C@@H]1CN(C)C(=O)Oc1cccc2ccccc12 | . | 2 | -0.3 | 3 | 1
54 | CC(=O)c1c(C)[nH]c(C2=NNC(=NC(C)(C)C)SC2)c1C | 6 | -16 | 0.3 | 3 | 2

entry | SARS 3CLpro inh | Rv3671c protease | VHR inh abs | BoNT F protease | PrPC TRFRET
46 | -2 | -4 | 28 | -1 | 9
47 | -7 | -3 | 22 | -4 | -3
48 | 1 | 4 | 2 | -8 | -1
49 | 1 | -2 | 47 | -10 | 1
50 | 0 | 11 | -2 | -4 | 4
51 | 0 | 17 | 30 | 0 | 14
52 | -4 | -5 | 6 | -6 | 9
53 | . | . | . | -5 | -4
54 | 5 | -2 | 0 | 2 | -1

Part of the list above, with tabs.
nr	molecule	SSB-PriA inh	MazF activator	BoNT-A LC inh2	CCHFV vOTU inh	Anthrax LF inh2	SARS 3CLpro inh	Rv3671c protease	VHR inh abs	BoNT F protease	PrPC TRFRET
16	COc1cc(C(=O)NCC(c2ccc(F)cc2)N2CCOCC2)ccc1OCc1ccccc1Cl (centres undefined)	12	14	0.0	-2	0	.	-2	.	-1	-5
17	COc1ccc(-c2cc(C(=O)N3CCCCCC3)no2)cc1OC	-2	-4	-3.2	6	3	3	-8	34	-6	-2
18	O=C1c2ccccc2C(c2nnnn2Cc2ccccc2)N1C1CC1 (centres undefined)	.	.	-0.3	7	7	.	.	.	-15	0
19	CCn1ncc(Br)c1C(=O)Nc1ccc(-c2ccno2)cc1	0	6	-0.6	18	0	2	-12	2	-2	10
20	COc1ccc(OC)c(CCNC(=O)c2nn(C)c3c2CS(=O)(=O)c2ccccc2-3)c1	-4	0	0.7	-7	-2	-5	1	-14	2	2
21	CCOc1ccc(C(=O)NCC(=O)OCC(=O)c2ccc3c(c2)-c2ccccc2C3)cc1	-29	-24	-0.8	0	-2	4	-31	21	-2	5
22	CCCc1cc(=O)[nH]c(SCC(=O)N2c3ccccc3CC2C)n1 (centres undefined)	-1	1	0.6	15	-5	.	-7	.	6	3
